AMA1 RON2 block = inhibitors of Plasmodium falciparum AMA1-RON2 interaction. AlphaScreen AMA1-biotinylated RON2 peptide binding. Potency, µM (highest dose often 58.2 µM), for the others: at the highest dose activity change, negative = inhibition, usual class: inhibitors. hit rate 0.2% among 360,000; active means well fitted inhibition curve with a large enough effect; inconclusive means small, poorly fitted or top-dose-only effect; inactive means no such curve, though single readings can be large or run the other way;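 further: potency means the concentration at half of the fitted maximal effect; 0% = vehicle wells and -100% = peptide control; nearly all actives have a fitted effect of over 45% in size; some results filed as inactive show a strong effect at the top dose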
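AMA1 (3D7) with his tag at 25 nM final met compounds first, then biotinylated RON2 peptide at 25 nM; detection used donor plus acceptor beads, 10 µg/mL apiece, read by AlphaScreen after 30 min at room temperature.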
HCMV inh = human cytomegalovirus inhibition | HFF cells, HCMV-luciferase reporter, 72 h; stronger effect = lower value | activity change, negative = inhibition, % at 57.5 µM | hit rate 4.5% among 410,000; in the data active means activity change below about -60%; inconclusive means no clear call, values can overlap the other calls; inactive means above about -39%
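Two compound doses tested in HFFs infected with HCMV-luciferase, MOI 1 PFU/cell, 72 h at 37C. Lysate luminescence read with OneGlo; data normalized against buffer-only and 10uM Salinomycin inhibitor controls.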
* hit, by the source's call; ? = inconclusive; [ ] = remark or other dose. Unless noted, on the % scale 0 is the no-effect control and ±100 the full control effect.

Value order: AMA1 RON2 block, HCMV inh
1: CCOC(=O)C1(C)CCCN(C(=O)c2ccc3c(c2)CCO3)C1 (centres undefined)
 : -3%, -11
2: CCOC(=O)c1cn(Cc2ccccc2)c(C(=O)OC(C)(C)C)c1O
 : 5%, -4
3: COc1ccccc1OCCCCCCN1CCN(C)CC1
 : -16%, -19
4: Cc1cn(CC(=O)N[C@H](CO)Cc2c[nH]c3ccccc23)c(=O)[nH]c1=O
 : 13%, -4
5: OC[C@@H]1CN(Cc2ccccc2)C[C@H](n2cnc3c(NCc4ccco4)ncnc32)O1
 : 3%, -27
6: COC(=O)c1ccc(CC2(C)C(=O)Nc3ccc(OC(F)(F)F)cc32)o1 (centres undefined)
 : 1%, -9
7: Cc1nc(Cn2c3ccc(NC(=S)NC4CCCCC4)cc3c(=O)n2C)cs1
 : 1%, ?
8: CCCCN(C)C(=O)c1ccc(Nc2nc(C(N)Cc3ccc(C(F)(F)F)cc3)cs2)nc1 (centres undefined)
 : 77%[activator], -76*
9: CC1(C(=O)NS(=O)(=O)c2ccc(Br)cc2)CCN1C(=O)CCC1CCCC1 (centres undefined)
 : 2%, -22
10: CN(C(=O)CSc1nnc(C(F)(F)F)n1C)c1c(N)n(Cc2ccccc2)c(=O)[nH]c1=O
 : 1%, 18

Overlap with the part before: six compounds; new compounds follow.
Value order: AMA1 RON2 block, HCMV inh
5: OC[C@@H]1CN(Cc2ccccc2)C[C@H](n2cnc3c(NCc4ccco4)ncnc32)O1
 : 3%, -27
6: COC(=O)c1ccc(CC2(C)C(=O)Nc3ccc(OC(F)(F)F)cc32)o1 (centres undefined)
 : 1%, -9
7: Cc1nc(Cn2c3ccc(NC(=S)NC4CCCCC4)cc3c(=O)n2C)cs1
 : 1%, ?
8: CCCCN(C)C(=O)c1ccc(Nc2nc(C(N)Cc3ccc(C(F)(F)F)cc3)cs2)nc1 (centres undefined)
 : 77%[activator], -76*
9: CC1(C(=O)NS(=O)(=O)c2ccc(Br)cc2)CCN1C(=O)CCC1CCCC1 (centres undefined)
 : 2%, -22
10: CN(C(=O)CSc1nnc(C(F)(F)F)n1C)c1c(N)n(Cc2ccccc2)c(=O)[nH]c1=O
 : 1%, 18
11: CC(C)C[C@@H](CN1CCCC1CN1C(=S)NC[C@@H]1Cc1ccc(O)cc1)N1C[C@H](Cc2ccccc2)N(CCc2ccccc2)C1=S (some centres undefined)
 : 27%, ?
12: COc1cc2oc(=O)cc(CN3CCCCCCC3)c2cc1Cl
 : -4%, -3
13: CCc1c(O)nc(SCC(=O)Nc2ccc(Cl)cc2)n(-c2ccccc2)c1=O
 : 25%, 8
14: CCN(C)C1CN(Cc2cn(Cc3cc(C)cc(C)c3)nn2)S(=O)(=O)C1 (centres undefined)
 : 2%, 19
15: Cc1ccc(S(=O)(=O)N(OCc2ccccc2)C(C)C(=O)O)cc1 (centres undefined)
 : 32%[activator], -19
16: COc1ccc(S(=O)(=O)N(C)C[C@@H]2OCc3cnnn3CCCC(=O)N([C@@H](C)CO)C[C@H]2C)cc1
 : -6%, -10
17: COc1ccc(CNC(=O)[C@@H](Cc2ccccc2)NC(=O)CC[C@H]2O[C@@H](n3ccc(=O)[nH]c3=O)[C@H](O)[C@@H]2O)cc1
 : 22%, 13
18: COc1ccc(Cl)cc1Cn1c(C)c(C(=O)NCc2cccc(Cl)c2)sc1=O
 : -2%, 29
19: CC(=O)Nc1ccc(Sc2ccc([N+](=O)[O-])o2)cc1
 : -4%, -98*
20: CCN(CC)C(=O)C1=C(C)N(Cc2ccc(C(C)(C)C)cc2)C(=O)C(CC(=O)NCC2CCCCC2)C1 (centres undefined)
 : 0%, 18
21: Cc1ccc(C(NC(=O)C2CCN(CCOc3ccc(Cl)cc3Cl)CC2)c2ccccn2)cc1 (centres undefined)
 : 0%, 23
22: O=C(NCCc1ccccc1)c1ccc(NC(=O)C2CCC2)cc1
 : 8%, 52
23: O=C(Nc1ccccc1)OCC1CCCO1 (centres undefined)
 : 3%, 3
24: OC[C@@H]1CN(Cc2cccs2)C[C@H](n2cnc3c(N4CCN(c5ccccc5)CC4)ncnc32)O1
 : ?, 15
25: Cc1noc(C)c1S(=O)(=O)NC(=O)C1(C)CCN1C(=O)CC(c1ccccc1)c1ccccc1 (centres undefined)
 : -3%, 8
26: O=C(NCc1ccccc1)c1cc(C2COCCN2C(=O)OCCF)on1 (centres undefined)
 : 3%, -26
27: COCOc1cc(O)c2c(=O)c(OCOC)c(-c3ccc(OCOC)c(OCOC)c3)oc2c1
 : -5%, -71*
28: Cc1c(Cl)cccc1N1C(=O)CC(Sc2ccccc2N)C1=O (centres undefined)
 : -2%, 4
29: C[C@H]1COc2cc(N(C)CCO)ccc2S(=O)(=O)N1
 : 2%, 37
30: O=C1NC(Cc2ccc(O)cc2)c2nc3cc(Cl)ccc3c(=O)n2-c2cc(Cl)ccc21 (centres undefined)
 : 15%, -20

Record cards, as listed above. Values in the order: AMA1 RON2 block, HCMV inh
O=C1NC(Cc2ccc(O)cc2)c2nc3cc(Cl)ccc3c(=O)n2-c2cc(Cl)ccc21 (centres undefined) reads 15%, -20
O=C(NCCc1ccccc1)c1ccc(NC(=O)C2CCC2)cc1 reads 8%, 52
Cc1noc(C)c1S(=O)(=O)NC(=O)C1(C)CCN1C(=O)CC(c1ccccc1)c1ccccc1 (centres undefined) reads -3%, 8
C[C@H]1COc2cc(N(C)CCO)ccc2S(=O)(=O)N1 reads 2%, 37
Cc1ccc(C(NC(=O)C2CCN(CCOc3ccc(Cl)cc3Cl)CC2)c2ccccn2)cc1 (centres undefined) reads 0%, 23

(listing goes on)
Value order: AMA1 RON2 block, HCMV inh
31: O=[N+]([O-])c1ccc(NS(=O)(=O)c2ccc(Cl)c(Cl)c2)cc1
 : 0%, -64*
32: Cc1noc(/C=C/N(C)C)c1S(=O)(=O)N1CCCC(C(=O)N2CCc3ccccc32)C1 (centres undefined)
 : 9%, 15
33: CCNC(=O)C1(C)CCN(C(=O)c2ccccc2C(F)(F)F)C1 (centres undefined)
 : 2%, 16
34: COCOCCn1cc(CN2CCS(=O)(=O)N(Cc3ccc(-c4ccc(Cl)cc4)cc3)C(C)C2=O)nn1 (centres undefined)
 : -4%, -34
35: O=C1C=C(NCCc2cc(Br)c(O)c(Br)c2)C(=O)c2ncccc21
 : -10%, -100*
36: CON=C1C=C(C)C(=O)C(C)=C1C
 : 12%, 7
37: CCc1nc2c(OCc3cccc(Cl)c3)cccn2c1N(C)C(=O)c1ccc(OC)cc1
 : -29%, 27
38: CC(C(=O)Nc1ccc2c(c1)OCO2)N(C)CC(=O)Nc1ccc(Cl)cc1 (centres undefined)
 : -8%[11.6 µM], -3
39: CCC(C)CNC(=O)c1[nH]c(C(F)(F)F)nc1-c1ccccc1 (centres undefined)
 : 1%, -12
40: Cc1ccc([C@H]2C[C@H](O)[C@@H](n3cc(COC(=O)c4ccccc4)nn3)CN2C(=O)c2cccs2)cc1
 : 3%, 4
41: CSCCC(C(=O)Nc1c(C)cccc1C)n1c(-c2cnc(C)cn2)nc2ccccc21 (centres undefined)
 : 62%[activator], 5
42: CC(=NNC(=O)c1ccncc1)c1ccc(Cl)c(Cl)c1
 : 65%[activator], -31
43: CCOC(=O)c1c[nH]c2ccc([N+](=O)[O-])cc12
 : -24%, 32
44: CC1(C(=O)NCc2cccc3ccccc23)CCN1Cc1ccc(-c2ccccc2)o1 (centres undefined)
 : ?, -21
45: CCCCCC(=O)N1C[C@H](O)[C@@H](n2cc(-c3ccc(F)cc3)nn2)C[C@@H]1c1ccccc1
 : -4%, 5
46: CCc1nc2ccc(C(=O)N3CCN(S(=O)(=O)CC)CC3)cn2c1N(CC)C(=O)NCCc1ccccc1
 : 6%, 17
47: O=C(O)C1=C[C@H](c2ccc(C(F)(F)F)cc2)C[C@H](OCCCCO)O1
 : 11%, 36
48: CN(C)c1ccc(S(=O)(=O)NCC(=O)N2CCN(S(=O)(=O)c3cccc(F)c3)CC2)cc1[N+](=O)[O-]
 : 42%[activator], -11
49: CN(C(=O)c1cccc(NC(=O)Cc2ccc(NC(=O)C3CCCN(S(=O)(=O)c4cccc([N+](=O)[O-])c4)C3)cc2)c1)C1CCCC1 (centres undefined)
 : -1%, -21
50: COc1ccc([C@H]2CC(=O)C[C@@H](CCn3cc(-c4cccnc4)nn3)O2)cc1
 : -1%, -2
51: C=C(CN(C)C)C(=O)c1ccc(OC2OC(COC(C)=O)C(OC(C)=O)C(OC(C)=O)C2OC(C)=O)cc1 (centres undefined)
 : -3%, 6
52: NC(=S)NN=Cc1nccc2c(C(F)(F)C(F)(F)C(F)(F)F)cccc12
 : 125%[activator], -99*
53: CC1(C(=O)NS(=O)(=O)c2cccc(C#N)c2)CCN1C(=O)C/C=C/c1ccccc1 (centres undefined)
 : 5%, -25
54: N#CC1=CC2CN(Cc3ccccc3)C1C1C(=O)N(c3ccccc3)C(=O)C21 (centres undefined)
 : -9%, -6
55: CN(CC(=O)Nc1ccc(Cl)cc1)C(=O)CN1C(=O)C2CCCCC2C1=O (centres undefined)
 : 6%, 6
56: COc1cc(/C=C/CO)ccc1O[C@@H]1O[C@H](CO)[C@@H](O)[C@H](O)[C@H]1O
 : 17%, 0
57: COc1ccc2c(CN3CCCCC3)cc(=O)oc2c1
 : 1%, 74
58: Cn1c(-c2ccccc2)cc(=NNS(C)(=O)=O)c2cc(S(=O)(=O)O)ccc21
 : 7%, -28
59: COc1ccc(NC(=O)c2cc(-c3cc(Cl)ccc3C)n[nH]2)cn1
 : 11%, -21
60: O=CN1CCN(C=O)C(O)C1O (centres undefined)
 : 8%, -5
61: COC(=O)N(C)C[C@H]1OCc2cnnn2CCCC(=O)N([C@H](C)CO)C[C@H]1C
 : 5%, 15
62: CN(c1ccccc1)c1cc(Br)nc(Br)c1
 : 31%[activator], -34
63: COC(=O)C1=C(C(=O)OC)[N+]2=C3N(C(=O)NC2(C)C)[C@H](CO)C[C@@]32c3ccccc3N(Cc3ccccc3)[C@@H]12
 : -21%, 11
64: CN(C(=O)COC(=O)COc1ccc(N(C)S(=O)(=O)c2ccc(Cl)cc2)cc1)c1ccccc1
 : 0%, 41
65: Cc1cn([C@H]2C[C@H](O)[C@@H](CNCc3ccc(CN(C)S(C)(=O)=O)o3)O2)c(=O)[nH]c1=O
 : -5%, -5
66: CN(Cc1ccccc1)C(=O)c1ccc(NC(=O)Cc2ccc(NC(=O)C3CCN(C(=O)CCc4ccccc4)CC3)cc2)cc1
 : 10%, -89*
67: COCCNC(=O)c1cc2c(c(-c3cccc(C#CC(C)(C)O)c3)n1)[C@@H](CCO)N(S(=O)C(C)(C)C)C2 (some centres undefined)
 : 31%[activator], -15
68: COc1ncnc2c1ncn2CCCNc1ccc(C)c(C)c1
 : -1%, 10
69: NC(=O)COc1ccc(S(=O)(=O)N2CCCC2)cc1
 : -6%, -7
70: CN(C=O)c1ccc(CSc2ccccc2)cc1
 : -21%, ?
71: C=C1C(=O)[C@]23C[C@H]1CC[C@H]2[C@]1(C)[C@@H](O)CC[C@@](C)(C(=O)O)[C@H]1C[C@@H]3O
 : 7%, -6
72: CCOc1ccc(NC(=O)CSc2nc3ccsc3c(=O)n2Cc2ccc(C(=O)O)cc2)cc1
 : -7%, 0
73: O=C(NCCO)c1ccc(-c2cnc3cccnn23)cc1
 : -2%, -17
74: O=C(Nc1ccc(OC(F)(F)F)cc1)c1cc(S(=O)(=O)N2CCCCC2)ccc1N1CCOCC1
 : 8%, ?
75: CC(C)c1cccc(C(C)C)c1OCCCCCN1CCOCC1
 : -4%, ?
76: CN(C)CCNC(=O)c1onc(CSc2ccncc2)c1C(=O)NCCN(C)C
 : 45%[activator], -17
77: C[C@@H]1COc2cc(N3CCC[C@@H]3CO)ccc2S(=O)(=O)N1
 : 10%, 5
78: O=C(c1[nH]c(C(F)(F)F)nc1-c1ccccc1)N1CCN(c2ccccc2)CC1
 : 0%, ?
79: CCOC(=O)C(C)N1c2cccc3cccc(c23)S1(=O)=O (centres undefined)
 : 1%, 18
80: CCCC(=O)N1CCCC(C(=O)c2cccc(OC(C)C)c2)C1 (centres undefined)
 : -9%, 10

Single values from the entries so far.
compound 30 in HCMV inh → -20
compound 60 in HCMV inh → -5
compound 10 in AMA1 RON2 block → 1%
compound 43 in HCMV inh → 32
compound 11 in AMA1 RON2 block → 27%
compound 23 in HCMV inh → 3
compound 40 in AMA1 RON2 block → 3%

Going on with the list.
Value order: AMA1 RON2 block, HCMV inh
81: CCOC(=O)[C@]12CCCC=C1N(CCC1=CCCCC1)C(=O)[C@H](CC(=O)N1CCC(c3ccccc3)CC1)C2
 : -14%, 1
82: CSc1c(CN2CCN(C)CC2)c2ccccc2n1C
 : -5%, -7
83: CCc1nc2c(OCc3ccc(C(=O)OC)cc3)cccn2c1N(C)C(=O)c1ccc(C)cc1
 : -12%, 38
84: CCOC(=O)C1=NOC2(C1)C(=O)Nc1c(Cl)cccc12 (centres undefined)
 : 11%, 76

3 entries from above, ordered by count of non-hydrogen atoms, lowest first:
Value order: AMA1 RON2 block, HCMV inh
84: CCOC(=O)C1=NOC2(C1)C(=O)Nc1c(Cl)cccc12 (centres undefined)
 : 11%, 76
80: CCCC(=O)N1CCCC(C(=O)c2cccc(OC(C)C)c2)C1 (centres undefined)
 : -9%, 10
83: CCc1nc2c(OCc3ccc(C(=O)OC)cc3)cccn2c1N(C)C(=O)c1ccc(C)cc1
 : -12%, 38

High-throughput results (PubChem BioAssay)

This is a subset; rates above refer to the full screens.
